Screening results: PubChem, several laboratories
Anthrax LF inh2 = Bacillus anthracis LF protease inhibitors, primary screen, biochemical, multiplex microsphere, MLPCN library. inhibition, % at 10 µM. multiplex microsphere protease cleavage assay. actives 0.12% (n = 360,000). Lethal factor (Bacillus anthracis), P15917; further: plate controls were buffer without enzyme for full effect and enzyme alone for no effect
Target sequence (P15917 whole entry, looked up): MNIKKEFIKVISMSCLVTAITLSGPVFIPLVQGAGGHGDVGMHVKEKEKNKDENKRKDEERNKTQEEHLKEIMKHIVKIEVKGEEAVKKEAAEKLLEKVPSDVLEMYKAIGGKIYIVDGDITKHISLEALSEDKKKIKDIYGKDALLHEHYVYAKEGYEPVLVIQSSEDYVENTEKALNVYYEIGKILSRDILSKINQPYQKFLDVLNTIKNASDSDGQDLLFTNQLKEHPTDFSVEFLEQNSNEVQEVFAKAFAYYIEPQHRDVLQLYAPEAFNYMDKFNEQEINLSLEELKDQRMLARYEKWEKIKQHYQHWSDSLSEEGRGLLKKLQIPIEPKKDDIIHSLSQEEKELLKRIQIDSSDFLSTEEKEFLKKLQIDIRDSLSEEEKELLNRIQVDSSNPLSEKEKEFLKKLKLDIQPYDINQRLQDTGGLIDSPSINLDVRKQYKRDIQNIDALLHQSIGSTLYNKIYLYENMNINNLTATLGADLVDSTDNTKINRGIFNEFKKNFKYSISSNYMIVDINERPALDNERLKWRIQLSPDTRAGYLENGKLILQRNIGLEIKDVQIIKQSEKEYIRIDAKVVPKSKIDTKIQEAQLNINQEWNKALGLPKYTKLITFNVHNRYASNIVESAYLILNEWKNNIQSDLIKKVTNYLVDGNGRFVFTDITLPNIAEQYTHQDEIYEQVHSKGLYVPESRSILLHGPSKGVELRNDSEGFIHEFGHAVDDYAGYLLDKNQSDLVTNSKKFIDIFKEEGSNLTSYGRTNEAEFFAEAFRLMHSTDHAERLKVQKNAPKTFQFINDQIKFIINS
Mtb FBA inh = Mtb FBA enzyme inhibitors, primary screen, biochemical, fluorescence, strain H37Rv | inhibition, % at 1 µM | actives 2.3% (n = 360,000) | purified M. tuberculosis FBA, fluorescence read-out; in the data active means inhibition above about 27%;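 further: 0% = vehicle and 100% = reference inhibitor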
BioA inh = M. tuberculosis BioA enzyme inhibitors, primary screen, biochemical, plate reader, single point, HTS; purified M. tuberculosis BioA enzyme; inhibition, % at 9.99 µM; actives 0.096% (n = 360,000); 7,8-diaminopelargonic acid synthase BioA (Mycobacterium tuberculosis); in the data active means inhibition above about 40%; inconclusive means no clear call, values can overlap the other calls
UGM FP inh = M. tuberculosis UGM enzyme inhibitors, primary screen, biochemical, fluorescence polarization, single point; UDP-galactopyranose mutase (Mycobacterium tuberculosis (strain ATCC 25618 / H37Rv)), …; purified UGM, fluorescence polarization probe displacement; inhibition, % at 10 µM; actives 0.06% (n = 320,000); AID 504406, 2011; in the data active means inhibition above about 10%, passing the limit was not always enough; inconclusive means no clear call, values can overlap the other calls
FadD28 binding = inhibitors of FadD28 bisubstrate probe binding, primary screen, biochemical, fluorescence polarization, single point; actives 0.22% (n = 360,000); AID 588549, 2011; Mycobacterium tuberculosis FadD28 fatty-acid-AMP ligase; inhibition, % at 12.5 µM; in the data active means inhibition above about 8.5%, passing the limit was not always enough; inconclusive means no clear call, values can overlap the other calls
GDH-TPI counter = GDH-TPI coupling enzyme inhibitors, primary screen, artefact control for M. tuberculosis FBA inhibitor project, biochemical, absorbance, full deck; GDH-TPI coupled enzyme counterscreen, NADH absorbance; inhibition, % at 4.8 µM; actives 1.2% (n = 360,000); AID 588335, 2011; in the data active means inhibition above about 30%;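 further: 0% = DMSO wells and 100% = wells lacking the enzyme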
BoNT A protease = BoNT/A light chain protease inhibitors, primary screen, biochemical, flow cytometry, MLPCN library | Botulinum neurotoxin type A light chain protease (Clostridium botulinum A str. ATCC 3502) | multiplex microsphere protease substrate cleavage | inhibition, % at 10 µM | actives 0.17% (n = 360,000) | AID 588499, 2011; further: plate controls were buffer without enzyme for full effect and enzyme alone for no effect
PfHsp40 yeast = rescue of yeast from PfHsp40 toxicity, primary screen, S. cerevisiae, ATP luminescence; S. cerevisiae expressing PfHsp40, growth rescue; growth rescue, % at 12.5 µM; actives 0.68% (n = 340,000); AID 504582, 2011; in the data active means growth rescue above about 28%, passing the limit was not always enough; inconclusive means no clear call, values can overlap the other calls;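 further: yeast W303a lacking pdr1 and pdr3 grown in galactose medium; growth measured after three days at 30 °C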
BoNT-F LC inh = BoNT/F light chain protease inhibitors, primary screen, biochemical, flow cytometry, MLPCN library; Multiplex microsphere protease cleavage assay; inhibition, % at 10 µM; actives 0.22% (n = 360,000); AID 588497, 2011; in the data active means inhibition above about 35%, passing the limit was not always enough; inconclusive means no clear call, values can overlap the other calls; further: plate controls were buffer without enzyme for full effect and enzyme alone for no effect
An asterisk follows results filed as active; ? = inconclusive; . = not tested or not shown. Unless noted, no stated cut-off is given here; in the data, active means inhibition above about 30%; inconclusive means no clear call, values can overlap the other calls; inactive means below that.

Second line of a record – Anthrax LF inh2, Mtb FBA inh, BioA inh, UGM FP inh, FadD28 binding, GDH-TPI counter, BoNT A protease, PfHsp40 yeast, BoNT-F LC inh
CCOc1ccccc1N(CC(=O)NCc1ccco1)C(=O)CCC(=O)Nc1nccs1
  -4, -1, 0.5, -3.5, -4.6, 4, 2.6, -0.2, -1
O=C(NCCCN1CCOCC1)c1cc2ccccc2cc1O
  -1, 2, ., -0.2, -1.9, -4, 0.3, -0.8, -9
CCOc1ccc(OCCC(=O)OCC(=O)Nc2cc(S(=O)(=O)N3CCOCC3)ccc2C)cc1
  4, 4, -0.7, -2.4, -1.5, -1, 0.8, 0.6, 9
COc1ccc(NC(=O)COC(=O)c2cc(S(=O)(=O)N3CCCC3)ccc2O)cc1
  -4, 8, ., 0.6, -3.6, 2, -0.2, -0.4, -8
Cc1cc(C)c(C(=O)COC(=O)c2cccc(S(=O)(=O)N3CCOCC3)c2)cc1C
  6, 4, -2.7, ., 0.8, 4, 0.1, ., 4
CCOc1cccc(C(=O)Nc2cccc(C(C)=O)c2)c1
  1, -1, 2.4, -0.2, -2.1, 1, 0.5, ?, -2
COc1ccc(C(O)C(CN2CCOCC2)c2ccccc2)cc1 (stereo unspecified)
  -10, -1, -0.1, -0.1, -3.2, -4, -0.2, 0.5, -16
CC1CCCC(NC(=O)CSc2nnc(-c3cccnc3)o2)C1C (stereo unspecified)
  -4, 2, 1.2, ., -2.0, 3, 0.6, ., 0
CCN(c1ccccc1)S(=O)(=O)c1ccc(Cl)c(NC(=O)COC(=O)c2cccc(OC)c2O)c1
  -10, 12, ., 1.9, -2.0, 3, -5.0, -0.5, -22
CN(C(=O)COc1ccc2ccc(=O)oc2c1)C1CCS(=O)(=O)C1 (stereo unspecified)
  -1, 38*, 6.2, 0.9, -0.9, 20, 2.5, -1.7, 6
O=C1CN(S(=O)(=O)c2ccc(Br)cc2)c2ccccc2N1
  -4, 3, -0.3, 0.5, 0.4, 1, -0.9, -0.4, -2
Nc1cc(C(=O)O)c(N)c2c1C(=O)c1ccccc1C2=O
  1, -3, ., 2.8, 8.3*, 9, -0.4, 2.5, -2
Cc1cccn2c(=O)c3cc(C(=O)NCC4CCCO4)c(=N)n(CCc4ccccc4)c3nc12 (stereo unspecified)
  0, 109*, 1.5, 3.8, -0.3, -5, 4.1, -0.3, 7
COc1ccccc1CNC(=O)COC(=O)c1cc(=O)c2ccccc2o1
  -11, 2, -0.7, 0.3, -1.5, 15, 0.2, -1.0, 2
CN(C)CCN(C(=O)CCS(=O)(=O)c1ccccc1)c1nc2c(F)cccc2s1
  1, 0, -2.8, 0.8, 1.1, 13, 2.3, 1.9, 10
CS(=O)(=O)c1cccc(C(=O)OCCCC(=O)c2ccccc2)c1
  ., 3, -0.7, 1.2, 0.3, -1, ., 0.0, .
Cc1[nH]ccc2cc3nc4ccccc4c3cc12
  -2, 9, -0.1, ., 0.5, 17, 0.1, ., -4
Cn1ccnc1SCC(=O)Nc1cccc(C(F)(F)F)c1
  -8, 0, -1.6, 0.9, 0.9, -4, 0.9, 1.2, 1
COc1ccccc1/C=C/C(=O)/C=C/c1ccccc1O
  4, 1, -0.4, ., -1.9, 4, -1.0, -0.7, 4
O=S(=O)(NCC1CCCO1)c1ccc2ccccc2c1 (stereo unspecified)
  -6, 2, 0.9, -0.9, 0.4, 6, -0.7, -1.1, 1
CCCN(CCC)c1ccc(/C=C/c2ccc3cc(OCC)ccc3n2)cc1
  -6, 8, -2.4, 0.0, -2.6, 3, 11, -1.0, -36
O=C(NC1CCCCC1)NC1CC2CCC(C1)N2Cc1nnnn1Cc1ccc2c(c1)OCO2 (stereo unspecified)
  0, 0, ., 0.0, -0.4, -12, 0.2, -0.9, -1
COc1ccc(OCCn2c(NC(=O)c3ccco3)nc3ccccc32)cc1
  3, -3, -0.6, -4.1, -1.1, 26, -0.7, 0.7, 6
CCOC(=O)c1cnn(CCOC(=O)C(C)(C)C)c1NC(=O)C(C)(C)C
  -25, 4, 0.7, 0.6, 1.1, 2, 36*, -0.6, 43*
CCOC(=O)c1ccc(NC(=O)Nc2c(C)nn(C)c2C)cc1
  1, 2, 0.5, 1.1, -2.3, -7, -0.1, 0.7, -1
Cc1nc2ccc(Cl)cn2c1[N+](=O)[O-]
  2, 2, 0.2, ., -0.1, 12, -0.5, ., -2
N#Cc1c(NC(=O)CSc2ncnc3c2cnn3-c2ccccc2Cl)sc2c1CCCC2
  -1, -1, -0.8, -1.3, -2.5, -1, -0.1, 0.8, -13
COc1ccc(S(=O)(=O)NCC2CCCN(C(=O)c3sccc3C)C2)cc1 (stereo unspecified)
  9, 2, ., -0.3, -0.1, 3, -0.7, -0.6, 0
O=c1oc(-c2cccs2)nc2scc(-c3cccs3)c12
  13, 2, 0.7, 1.2, -1.6, 11, 14, -1.2, -10
O=C(NCC1CCCO1)c1ccc2c(c1)N(Cc1ccc(Cl)cc1)CCS2 (stereo unspecified)
  -5, 132*, -0.9, ., -0.1, 12, 0.0, ., -6

Sorted by molar mass (lowest first): some entries from above.
Second line of a record – Anthrax LF inh2, Mtb FBA inh, BioA inh, UGM FP inh, FadD28 binding, GDH-TPI counter, BoNT A protease, PfHsp40 yeast, BoNT-F LC inh
Cc1nc2ccc(Cl)cn2c1[N+](=O)[O-]
  2, 2, 0.2, ., -0.1, 12, -0.5, ., -2
Nc1cc(C(=O)O)c(N)c2c1C(=O)c1ccccc1C2=O
  1, -3, ., 2.8, 8.3*, 9, -0.4, 2.5, -2
O=C(NCCCN1CCOCC1)c1cc2ccccc2cc1O
  -1, 2, ., -0.2, -1.9, -4, 0.3, -0.8, -9
COc1ccc(OCCn2c(NC(=O)c3ccco3)nc3ccccc32)cc1
  3, -3, -0.6, -4.1, -1.1, 26, -0.7, 0.7, 6
Cc1cc(C)c(C(=O)COC(=O)c2cccc(S(=O)(=O)N3CCOCC3)c2)cc1C
  6, 4, -2.7, ., 0.8, 4, 0.1, ., 4
COc1ccc(NC(=O)COC(=O)c2cc(S(=O)(=O)N3CCCC3)ccc2O)cc1
  -4, 8, ., 0.6, -3.6, 2, -0.2, -0.4, -8
O=C(NC1CCCCC1)NC1CC2CCC(C1)N2Cc1nnnn1Cc1ccc2c(c1)OCO2 (stereo unspecified)
  0, 0, ., 0.0, -0.4, -12, 0.2, -0.9, -1

Carrying on.
Second line of a record – Anthrax LF inh2, Mtb FBA inh, BioA inh, UGM FP inh, FadD28 binding, GDH-TPI counter, BoNT A protease, PfHsp40 yeast, BoNT-F LC inh
COc1cccc(NC(=S)NC(=O)c2c(Cl)c(C)nn2C)c1
  -3, -1, ., 2.5, -0.6, 8, -0.7, -0.2, -3
CC(C)C[C@@H](CN1CCC[C@@H]1CN1C(=S)NC[C@@H]1Cc1ccccc1)N1C[C@H](Cc2ccc(O)cc2)N(CC2CCCCCC2)C1=S
  -6, -3, -5.7, ., -5.4, ., -0.8, ., -10
O=C(NC1CCCCC1)C(c1ccccc1)N1CCOCC1 (stereo unspecified)
  0, -2, -0.9, 0.0, -4.8, -4, 0.3, -1.6, -2
COCCn1c(=O)[nH]c2cc(C(=O)N3CCN(c4ccc(Cl)cc4)CC3)ccc2c1=O
  1, -1, -2.2, -2.1, 1.0, 3, -0.7, 3.5, 6
COc1ccc(OC)c(S(=O)(=O)N(C)CC(=O)Nc2ccc3c(c2)OCO3)c1
  2, -1, 3.1, -1.3, -4.9, 0, 0.1, 1.0, -4
CC[C@]12c3[nH]c4ccccc4c3CCN1C(=O)C(CC(=O)NCCCn1ccnc1)C[C@@H]2C(=O)N1CCN(C(=O)C2CC2)CC1 (stereo partly specified)
  -1, 5, 0.8, -1.6, -1.3, 15, -0.6, -1.4, -6
Cc1ccc([C@@H]2C[C@H]3[C@@H](CN2S(=O)(=O)c2ccc(Cl)cc2)C(=O)C[C@@H](c2ccc(C)cc2)N3S(=O)(=O)c2ccc(Cl)cc2)cc1
  -9, 0, 0.2, ., 1.4, 1, 0.0, ., -7
COc1ccc(/C=C(/NC(=O)c2ccccc2)C(=O)N/N=C/c2ccc3c(c2)OCO3)cc1OC
  -3, -4, -1.5, ., -2.9, 65*, 0.6, -1.3, -12
O=C(c1ccc(OC2CCN(CCc3ccccc3)CC2)cc1)N1CCCC(O)C1 (stereo unspecified)
  2, 6, -0.2, 0.8, -1.7, 1, 1.2, -2.3, 3
CCc1nnc(NC(=O)CSCc2cc(=O)n3ccsc3n2)s1
  -6, -1, -2.5, -1.7, -1.2, 7, -0.9, -1.2, 2
O=C(NCC1=C(c2cccc3ccccc23)C[C@@H]2CC[C@H]1N2Cc1ccco1)c1cccnc1
  2, 1, -3.9, ., -1.0, 1, -0.1, ., -4
Cc1ccc(OCCC(=O)OCC(=O)Nc2ccc(C)c(S(=O)(=O)N3CCOCC3)c2)cc1
  3, 3, 0.7, ., -1.9, 10, -0.4, 0.7, -3
COc1cccc(OC)c1C(=O)NNC(=O)c1ccc(F)cc1
  -2, 3, ., 0.9, -2.0, -3, 0.1, -1.0, -5
c1ccc(C[n+]2csc3ccccc32)cc1
  -9, 0, -3.2, 1.1, 0.4, 8, -0.6, -0.7, -9
Cc1ccc(-c2nc(C)c(C(=O)O)s2)cc1
  0, 6, ., 0.7, 0.2, 1, -0.3, 0.2, -4
COc1ccc(/C=C/C(=O)NC(=S)NNC(=O)Cc2cccs2)cc1
  -3, 7, ., -3.2, -0.1, 41*, -0.2, 2.9, 3
CS(=O)(=O)c1ccc(Cl)c(NC(=O)CSc2n[nH]c(-c3cccs3)n2)c1
  -1, -4, 1.0, 0.9, ., -1, 0.3, -0.5, 2

Two entries from above in another layout.
c1ccc(C[n+]2csc3ccccc32)cc1
  Anthrax LF inh2: -9 | Mtb FBA inh: 0 | BioA inh: -3.2 | UGM FP inh: 1.1 | FadD28 binding: 0.4 | GDH-TPI counter: 8 | BoNT A protease: -0.6 | PfHsp40 yeast: -0.7 | BoNT-F LC inh: -9
Cc1ccc(-c2nc(C)c(C(=O)O)s2)cc1
  Anthrax LF inh2: 0 | Mtb FBA inh: 6 | BioA inh: . | UGM FP inh: 0.7 | FadD28 binding: 0.2 | GDH-TPI counter: 1 | BoNT A protease: -0.3 | PfHsp40 yeast: 0.2 | BoNT-F LC inh: -4
